NR2E3 ag-1 – inhibitors of NR2E3-RetCOR corepressor binding, primary screen, NR2E3 agonist project, biochemical, TR-FRET, GST-NR2E3, biotin-RetCOR; Photoreceptor-specific nuclear receptor (Homo sapiens), Q9Y5X4; 1536-well; inhibition of corepressor binding, % at 4.78 µM; 320,000 compounds, 0.12% hits; AID 2300, 2010;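 active = percent inhibition above the cutoff of mean plus 3 SD of all tested compounds, set per screening campaign, cut at about 20% in these data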;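 note: 0% = DMSO wells and 100% = biotin wells as full block of FRET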
Target sequence (Q9Y5X4 whole entry, looked up): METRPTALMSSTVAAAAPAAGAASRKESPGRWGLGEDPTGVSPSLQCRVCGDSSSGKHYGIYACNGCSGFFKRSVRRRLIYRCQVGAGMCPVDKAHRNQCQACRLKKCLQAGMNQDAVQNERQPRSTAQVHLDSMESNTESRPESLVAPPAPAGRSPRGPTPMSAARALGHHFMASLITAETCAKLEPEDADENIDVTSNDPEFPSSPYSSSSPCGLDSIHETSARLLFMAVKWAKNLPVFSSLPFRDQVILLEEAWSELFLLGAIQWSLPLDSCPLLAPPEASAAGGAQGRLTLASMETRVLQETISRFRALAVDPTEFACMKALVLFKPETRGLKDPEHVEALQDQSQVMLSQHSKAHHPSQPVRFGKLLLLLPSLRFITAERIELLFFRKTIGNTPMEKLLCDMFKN
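Test system: GST-NR2E3 and biotin-RetCOR proteins | Quantity: 1.35 nM GST-tagged NR2E3 final | Medium: Tris pH 7.5 | Also added: 7 nM biotin-RetCOR | Dosing: Compound at 4.8 µM, single dose | Timing: 5 h at 4 °C | Detection: Time-resolved FRET | Read-out basis: Percent inhibition | Benchmarks: Biotin wells as high control, 0.6% DMSO wells as low control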
TROY signal inh – inhibitors of TROY-driven NF-kB signaling, primary screen, Q293 LMP1-TROYcd cells, NF-kB luciferase, uHTS; 360,000 compounds, 0.98% hits; inhibition, % at 10 µM; Q293 LMP1-TROYcd NF-kB luciferase reporter, 4 h;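 active = compounds whose plate-normalised and pattern-corrected inhibition of the luciferase reporter signal at the single screening dose is 50% or more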
HIF-2a block – HIF-2a reporter inhibitors, primary screen, luminescence, 786-0 RCC cells; 786-0 RCC cells HIF-2a reporter, luciferase luminescence, overnight; inhibition, % at 18.8 µM; 360,000 compounds, 0.72% hits; AID 624352, 2012;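 active = inhibition of the luminescence signal of 40% or more relative to plate controls, in a single-dose primary screen at 18.75 µM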
TWEAK Fn14 block – inhibitors of TWEAK-Fn14 signaling, primary screen, luciferase reporter cells, uHTS; TWEAK-stimulated Fn14 reporter cells, luciferase luminescence, 8 h; inhibition, % at 10 µM; 360,000 compounds, 2% hits; AID 1159606, 2016; in the data active = inhibition above about 50%
NR2E3 ag-2 – NR2E3 agonists in two-hybrid cells, primary screen, cell-based, luminescence, CHO-S, Gal4-NCOR/VP16-NR2E3; AID 602229, 2012; luciferase; Photoreceptor-specific nuclear receptor (Homo sapiens), Q9Y5X4; 360,000 compounds, 0.35% hits; inhibition of corepressor binding, % at 3.98 µM;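 active = inhibition above the mean of all tested compounds plus 3 SD, cut at about 70% in these data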;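 note: 0% = DMSO with NR2E3 transfected cells and 100% = cells lacking NR2E3 construct; higher means lower luciferase signal from less NR2E3 corepressor binding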
CF NFkB inh – inhibitors of PAF-induced NF-kB signaling, primary screen, cell-based, GFP fluorescence, uHTS. inhibition, % at 5 µM. 360,000 compounds, 0.86% hits. AID 588850, 2011. KKLEB NF-kB-GFP reporter, GFP fluorescence overnight;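 active = at least 50% inhibition at 5 µM, scaled per plate between neutral and stimulator controls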;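 note: PAF is a Pseudomonas aeruginosa culture filtrate used as stimulus; plate controls were PAF-stimulated DMSO wells for no effect and unstimulated DMSO wells for full effect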
Shn3 inh set2 – reduction of Shn3 3'UTR firefly luciferase signal, primary screen, Schnurri-3 inhibitor project, cell-based, Clone20 osteoblasts, set 2; Clone20 osteoblast Shn3 3'UTR firefly luciferase, 24 h; inhibition, % at 12.5 µM; 360,000 compounds, 0.52% hits;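 active = mean inhibition of at least 75% with every replicate also reaching 75%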;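 note: 0% = median of neutral control wells and 100% = pilot-screen positive control compound; some compounds past the cut are filed as inactive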
MITF TRPM1 inh – inhibitors of MITF-dependent TRPM1 promoter reporter, primary screen, cell-based, SK-MEL-5, single point, luciferase; SK-MEL-5 TRPM1 promoter luciferase, 24 h; inhibition, % at 12.5 µM; 330,000 compounds, 0.83% hits;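 active = mean inhibition across replicates of 60% or more, whatever share of single replicates reaches that level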; note: values of inactives mirror those of a sister screen read the other way
Peg3 promoter – Peg3 promoter-driven luciferase inhibitors, primary screen, cell-based, HeLa, luciferase luminescence; HeLa PEG-Prom luciferase reporter, overnight; AID 588405, 2011; inhibition, % at 20 µM; 360,000 compounds, 1.7% hits;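 active = inhibition of at least 50% at 20 µM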
C8 TRAIL sens – viability loss with TRAIL in NB7+C8 cells, primary screen, TRAIL sensitizer project, cell-based, ATPlite luminescence; AID 624354, 2012; 360,000 compounds, 1% hits; inhibition (viability loss, TRAIL sensitization), % at 10 µM;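 active = compounds causing at least 50% loss of cell viability in the single-dose screen, relative to plate controls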
KKLEB cytotox – cytotoxicity in KKLEB CF airway cells, primary screen, cytotoxicity control for CF NF-kB inhibitor project, cell-based, uHTS, fluorescence assay plates; 360,000 compounds, 0.36% hits; activity change (cytotoxicity), % at 5 µM; KKLEB CF airway cells viability, ATPlite luminescence, overnight; active compounds read low; cells stimulated with P. aeruginosa culture filtrate;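 active = corrected activity change at or below -50% at 5 µM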
* = called active by the depositor; nt = no result given. These rows are one share of the data, so the mix of outcomes need not match the whole.

SMILES	NR2E3 ag-1	TROY signal inh	HIF-2a block	TWEAK Fn14 block	NR2E3 ag-2	CF NFkB inh	Shn3 inh set2	MITF TRPM1 inh	Peg3 promoter	C8 TRAIL sens	KKLEB cytotox
CCN1C(=O)[C@H]2[C@@H](c3ccc(C)cc3)N[C@]3(CCCN(Cc4ccc(C)cc4)C3=O)[C@H]2C1=O	nt	7	6	-8	-51	12	-1	nt	16	-5	-7
O=C(CSc1n[nH]c(-c2ccccc2O)n1)N1CCOCC1	3	14	-57	-11	-22	10	-16	-13	-22	13	1
CC1=CCC[C@@H]2[C@]3(CC/C(=C/CO)CO)CO[C@@]2(C1)[C@@H](O)C[C@H]3C	nt	-3	11	-13	2	9	-9	nt	-8	-8	-6
Cc1cc(Br)c(NC(=O)COC(=O)C2CCCCC2)c(Br)c1	nt	1	0	-19	-20	-18	-17	-1	4	-18	4
CNS(=O)(=O)c1cccc(C(=O)OCC(=O)C23CC4CC(CC(C4)C2)C3)c1	-1	-15	8	2	2	6	nt	2	13	29	-1
O=C(/C=C/c1ccccc1)OCCCCN=C1NS(=O)(=O)c2ccccc21	-1	25	-1	6	-22	9	19	19	18	-1	0
CN(C)C(=O)C1Cc2ccccc2CN1S(=O)(=O)c1ccc(F)cc1 (configuration not stated)	3	8	15	15	11	-3	1	-1	19	-1	-3
O=[N+]([O-])c1ccccc1NCCNS(=O)(=O)c1ccc(Cl)cc1	-3	-10	-6	-2	-32	3	-5	2	-4	-18	-2
CCOC(=O)c1c(CSc2ccccc2)n(C)c2cc(Br)c(O)c(CN(C)C)c12	0	8	10	4	-35	7	19	3	4	17	-13
Oc1cc(O)cc(-c2cc3ccc(O)cc3o2)c1	3	-4	40*	-53	-129	-8	3	11	-243	13	-15
COc1cccc(N2CC(C(=O)Nc3nnc(SCC(=O)NC4CCCC4)s3)CC2=O)c1 (configuration not stated)	2	5	18	8	-20	-22	-28	10	-5	-4	15
COc1ccc(CCNC(=O)COC(=O)C2CC2)cc1OC	nt	14	10	29	28	12	10	-10	19	-5	-4
CC1=C(C(=O)OCCBr)C(c2cccc3ccccc23)NC(=O)N1 (configuration not stated)	2	6	8	53*	-37	5	-5	-2	6	-5	8
CCOc1cc(C2C(C(=O)c3ccccc3)=C(C(=O)OC)Nc3nnnn32)ccc1O (configuration not stated)	1	-3	17	4	-16	9	-10	3	8	-16	-8
Nc1nnc(SCC(=O)Nc2cc(C(F)(F)F)ccc2N2CCOCC2)s1	-2	18	8	-15	7	-1	12	-2	0	-9	2
O=S1(=O)c2ccccc2C(CCO)N1Cc1ccccc1 (configuration not stated)	1	1	12	17	4	6	-7	2	-3	-4	-3
Cc1nn(Cc2ccccc2)c(C)c1C(=O)NCCCN1CCCC1=O	1	-9	2	8	-9	-23	6	-12	13	-12	-8
CN(C)c1ccc(/C=N/N2C(=S)SC(C)(C)C2N(O)C(=O)Nc2ccc([N+](=O)[O-])cc2)cc1 (configuration not stated)	-1	-23	-17	28	-30	-1	-4	-11	2	-4	-1
COc1cc(C=C2C(=O)OC(C)(C)OC2=O)cc(Cl)c1OCC(=O)Nc1ccccc1	5	-7	13	-5	-6	9	-9	6	0	2	3
COc1cccc(/C=C2\CCC(C3CCCC3)C2=O)c1 (configuration not stated)	2	5	-227	8	-15	1	-7	-60	-185	6	1
Nn1c(SCc2ccccc2F)nnc1-c1cccnc1	5	-40	-149	-5	-82	-10	-84	nt	-128	2	1
Nc1nc(SCC(=O)OCc2ccccc2)[nH]c(=O)c1NC(=O)c1ccco1	3	-10	8	6	-6	1	-11	-2	-9	0	-5
CC(=O)c1ccc(N(C(=O)CS(=O)CC(=O)Nc2ccc(F)cc2)C(C(=O)NC2CCCCC2)c2cccs2)cc1 (configuration not stated)	1	-23	-43	-9	-23	-7	-7	-8	-30	3	1
COc1ccc(CCN2C(=O)CSC2c2ccc(OC)c(OC)c2)cc1OC (configuration not stated)	-1	4	1	4	16	-8	25	17	-7	3	3
N#Cc1nc(-c2ccco2)oc1N1CCc2ccccc2C1	-1	-9	-145	0	-52	-24	-5	-33	-95	-6	13

TWEAK Fn14 block: hit marks shown above.
molecule	NR2E3 ag-1	HIF-2a block	TWEAK Fn14 block	NR2E3 ag-2	CF NFkB inh	Shn3 inh set2	MITF TRPM1 inh	Peg3 promoter
CC1=C(C(=O)OCCBr)C(c2cccc3ccccc23)NC(=O)N1 (configuration not stated)	2	8	53*	-37	5	-5	-2	6

Four of the compounds above, as labelled records:
> O=C(CSc1n[nH]c(-c2ccccc2O)n1)N1CCOCC1
  NR2E3 ag-1 = 3; TROY signal inh = 14; HIF-2a block = -57; TWEAK Fn14 block = -11; NR2E3 ag-2 = -22; CF NFkB inh = 10; Shn3 inh set2 = -16; MITF TRPM1 inh = -13; Peg3 promoter = -22; C8 TRAIL sens = 13; KKLEB cytotox = 1

> N#Cc1nc(-c2ccco2)oc1N1CCc2ccccc2C1
  NR2E3 ag-1 = -1; TROY signal inh = -9; HIF-2a block = -145; TWEAK Fn14 block = 0; NR2E3 ag-2 = -52; CF NFkB inh = -24; Shn3 inh set2 = -5; MITF TRPM1 inh = -33; Peg3 promoter = -95; C8 TRAIL sens = -6; KKLEB cytotox = 13

> COc1cc(C=C2C(=O)OC(C)(C)OC2=O)cc(Cl)c1OCC(=O)Nc1ccccc1
  NR2E3 ag-1 = 5; TROY signal inh = -7; HIF-2a block = 13; TWEAK Fn14 block = -5; NR2E3 ag-2 = -6; CF NFkB inh = 9; Shn3 inh set2 = -9; MITF TRPM1 inh = 6; Peg3 promoter = 0; C8 TRAIL sens = 2; KKLEB cytotox = 3

> Nn1c(SCc2ccccc2F)nnc1-c1cccnc1
  NR2E3 ag-1 = 5; TROY signal inh = -40; HIF-2a block = -149; TWEAK Fn14 block = -5; NR2E3 ag-2 = -82; CF NFkB inh = -10; Shn3 inh set2 = -84; MITF TRPM1 inh = nt; Peg3 promoter = -128; C8 TRAIL sens = 2; KKLEB cytotox = 1

Continued.
SMILES	NR2E3 ag-1	TROY signal inh	HIF-2a block	TWEAK Fn14 block	NR2E3 ag-2	CF NFkB inh	Shn3 inh set2	MITF TRPM1 inh	Peg3 promoter	C8 TRAIL sens	KKLEB cytotox
COc1cc(Br)cc(C(c2c(C)n(C)n(-c3ccccc3)c2=O)c2c(C)n(C)n(-c3ccccc3)c2=O)c1O	-3	-11	5	0	-6	-11	7	nt	11	5	1
CC1CCCC(NC(=O)CNC(=O)c2cccs2)C1C (configuration not stated)	0	-45	-17	5	-3	-6	-4	3	7	-2	7
CCn1c(SCC(=O)Nc2ccc3c(c2)OCCO3)nnc1-c1c[nH]c2ccccc12	3	36	-149	28	-39	-10	-22	nt	-70	6	4
COc1ccc(NC(=O)C2(C)CCN2Cc2ccc(OC(F)(F)F)cc2)cc1OC (configuration not stated)	nt	14	-10	1	25	4	18	nt	13	-1	-6
COCCNC(=O)c1cc2nc(-c3ccc(F)cc3)cc(C(F)(F)F)n2n1	3	-11	1	3	14	-9	0	-2	-20	-5	7
COc1ccc(C)cc1S(=O)(=O)NC1CCCCC1	-3	-5	13	-1	-12	13	-34	-2	10	-3	4
CC(=O)Nc1nc(C)c(Oc2ccc(Cl)cc2)c(=O)[nH]1	-3	16	21	-2	-8	-3	6	-4	15	-3	0
N#Cc1ccc(CSc2nnc(-c3cccs3)n2-c2ccccc2)cc1	-1	-12	36	9	-17	-5	10	-1	21	-4	-20
COC(=O)c1ccc(CNC(=O)Cn2cnc3c(NCc4ccccc4)ncnc32)cc1	nt	3	-4	-37	-3	-14	10	2	63*	-3	3
COc1ccc(S(=O)(=O)N2CCCC2)c(Cl)c1Cl	3	-18	0	-40	33	5	-5	-10	-2	-6	0
COc1ccc(-c2sc3cc4c(cc3c2-c2ccc(OCCN3CCOCC3)cc2)OCO4)cc1	nt	-19	-5	12	-17	38	11	-10	17	15	-11
COc1cc(/C=C/C(=O)Nc2nnc(CC(C)C)s2)cc(OC)c1OC	-2	15	4	19	-13	-16	7	8	13	19	3
CCN(c1cccc(C)c1)S(=O)(=O)c1cn(CC(=O)OC)c2ccc([N+](=O)[O-])cc12	3	0	1	0	-15	5	11	7	12	13	2
CC(C)NC(=O)CN1C(=O)C(C)(C)Oc2ccc(C(=O)NC3CCCCC3)cc21	2	-17	9	7	3	12	-22	-3	6	0	3
CCOC(=O)c1sc(-c2ccc(Cl)cc2)nc1O	-1	-7	-1	11	-6	-9	15	-11	-8	-7	20
Cc1cccc(N2CC(C)Cn3c2nc2c3c(=O)[nH]c(=O)n2C)c1 (configuration not stated)	6	3	-3	-14	42	12	2	17	17	2	-2
CCOC(=O)CSc1nc2ccccc2c(=O)n1CC1CCC(C(=O)NCc2ccco2)CC1 (configuration not stated)	3	-4	10	-12	5	-2	-27	0	5	6	-5
Cc1cc(C)c(NC(=O)C2CCN(c3cnccn3)CC2)c(C)c1	1	2	21	2	-22	-5	-2	10	16	1	2
COc1ccc(N/C(=N\c2nc(C)cc(C)n2)NC(C)=O)cc1OC	-2	-53	-19	-16	-34	-16	-16	-14	-8	-1	3
Cc1ccc(Cl)cc1NC(=O)C1CCN(S(C)(=O)=O)CC1	-2	10	11	1	-14	-1	-8	15	9	-20	5
Cc1cc(OCc2ccc(C(=O)NN=C3CCCC3)cc2)ccc1Cl	1	-73	-64	-16	-59	-12	-11	-24	-157	7	11
CC(C)(C)c1cc(NC(=O)c2c(F)cccc2Cl)n(-c2ccccc2)n1	0	-9	11	14	-4	-1	4	0	19	7	1

Source: PubChem BioAssay (several laboratories)
